Bioassay records as filed in PubChem BioAssay.
NPY-Y2 PAM-ag: potentiates or activates human NPY-Y2 receptor; cells expressing NPY-Y2, potentiator/agonist read-out; P49146; AID 1359; activation, % at 3.6 µM; 220,000 compounds, 0.45% hits; in the data active = activation above about 27%;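 also: cells stimulated with NPY near EC25 plus isoproterenol at EC100; 0% = vehicle plus submaximal agonist and 100% = vehicle plus saturating agonist; some results beyond the cut were filed as inactive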
NPY-Y1 antag: NPY-Y1 (human) receptor antagonism; P25929; HEK293-CNG Y1 cells, membrane potential fluorescence; NPY at EC95, then isoproterenol; inhibition, % at 3.6 µM; 200,000 compounds, 1% hits; AID 1040;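 active = inhibition above the campaign mean inhibition of all tested compounds plus 3 SD, cut at about 20% in these data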;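 also: 0% = DMSO wells given NPY plus isoproterenol and 100% = isoproterenol alone without NPY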
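System: HEK293 cells with Y1 receptor plus CNG channel / Probe or stimulus: NPY 25 nM then isoproterenol 1 µM plus Ro 20-1724 25 µM / Compound: one concentration, 3.6 µM, in 0.4% DMSO / Schedule: compound incubation 1 h at room temperature, readout 45 min post-stimulation / Measured by: membrane potential fluorescence / Read-out: % inhibition of NPY effect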
Runt-CBFb FRET: blocks binding of human RUNX1 Runt domain to CBFb; Q01196+Q13951; Cerulean-Runt/Venus-CBFb FRET ratio 530/480, 1 h; inhibition, % at 20 µM; 220,000 compounds, 0.46% hits; AID 1496;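 active = inhibition over about 50% at 20 µM in the single-dose screen, limit read from the data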;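 also: 0% = DMSO wells and 100% = excess unlabeled CBFb competitor control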
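Reagent – Venus-CBFb binding partner, 100 nM · Assay system – Cerulean-tagged RUNX1 Runt domain (FRET donor) fusion protein · Input – 100 nM per protein · Incubation – two 1 h room-temperature incubations shielded from light · Measured by – FRET fluorescence · Medium – Tris buffer pH 7.5 with salts and BSA · Benchmarks – unlabeled CBFb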
Runt-SMMHC FRET: blocks binding of human RUNX1 Runt domain to CBFb-SMMHC. Q01196+Q13951. Cerulean-Runt/Venus-CBFb-SMMHC FRET ratio 530/480, 1 h. inhibition, % at 20 µM. 220,000 compounds, 0.74% hits. AID 1434;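 active = mean inhibition across duplicate retests at 20 µM reaching about 50%, limit read from the data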;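 also: 0% = DMSO wells and 100% = wells with excess untagged CBFb-SMMHC; inhibitors lower the FRET ratio by blocking Runt binding to CBFb-SMMHC; some results filed as inactive read as strong as hits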
p97 inhibitor: blocks human p97 ATPase activity; P55072; recombinant p97 ATPase, Kinase-Glo ATP luminescence, 3 h; inhibition, % at 8 µM; 220,000 compounds, 0.42% hits; in the data active = inhibition above about 15%;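 also: 0% = DMSO vehicle and 100% = wells lacking enzyme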
Target sequence (P55072 whole entry, looked up): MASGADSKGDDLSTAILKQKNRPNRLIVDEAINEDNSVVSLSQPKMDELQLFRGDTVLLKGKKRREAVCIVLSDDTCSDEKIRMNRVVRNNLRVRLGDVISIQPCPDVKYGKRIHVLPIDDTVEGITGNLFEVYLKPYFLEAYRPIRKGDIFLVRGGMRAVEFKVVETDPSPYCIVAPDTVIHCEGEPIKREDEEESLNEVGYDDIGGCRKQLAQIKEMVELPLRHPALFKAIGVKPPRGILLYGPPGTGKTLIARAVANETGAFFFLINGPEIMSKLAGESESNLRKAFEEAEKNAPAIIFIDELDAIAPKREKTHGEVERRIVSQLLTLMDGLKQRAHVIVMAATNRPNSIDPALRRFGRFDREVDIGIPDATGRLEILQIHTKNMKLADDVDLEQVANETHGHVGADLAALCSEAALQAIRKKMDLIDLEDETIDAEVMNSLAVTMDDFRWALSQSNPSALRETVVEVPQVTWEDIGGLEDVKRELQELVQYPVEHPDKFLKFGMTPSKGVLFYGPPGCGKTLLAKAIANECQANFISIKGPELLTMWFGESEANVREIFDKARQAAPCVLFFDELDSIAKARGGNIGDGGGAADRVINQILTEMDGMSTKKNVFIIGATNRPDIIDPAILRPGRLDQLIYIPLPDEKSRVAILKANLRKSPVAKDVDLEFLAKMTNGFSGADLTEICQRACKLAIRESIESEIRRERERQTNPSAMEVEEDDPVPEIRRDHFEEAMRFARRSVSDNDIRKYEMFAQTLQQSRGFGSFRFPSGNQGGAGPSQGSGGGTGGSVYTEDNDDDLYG
RBBP9 inh: inhibitors of human serine hydrolase RBBP9 | O75884 | recombinant RBBP9, FP-Rh probe fluorescence polarization | inhibition, % at 7.94 µM | 220,000 compounds, 0.2% hits | AID 1515;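 active = inhibition above the campaign mean of all tested compounds plus 3 SD, cut at about 14% in these data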;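 also: plate controls were DMSO wells with RBBP9 for no effect and wells lacking RBBP9 protein for full effect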
Target sequence (O75884 whole entry, looked up): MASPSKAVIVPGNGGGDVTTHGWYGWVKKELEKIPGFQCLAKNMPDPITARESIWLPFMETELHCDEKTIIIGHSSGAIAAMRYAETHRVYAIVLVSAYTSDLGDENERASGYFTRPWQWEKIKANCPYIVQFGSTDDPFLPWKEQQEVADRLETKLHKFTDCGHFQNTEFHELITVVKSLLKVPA
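system = RBBP9 protein | input = RBBP9 at 2.5 µM in dispensed solution, before mixing | measured by = fluorescence polarization (mP), excitation 525 nm, emission 598 nm | incubation = enzyme-compound preincubation 30 min, then probe labeling 45 min, 25 °C | buffer or medium = Tris-NaCl-Pluronic buffer, pH 8.0 | compound = single dose 7.94 µM | also added = FP-Rh probe, 375 nM dispensing solution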
Mdm2 ligase inh: Mdm2 E3 ligase (human) inhibition; Q00987; cell-based MDM2 ubiquitination luciferase reporter, 2 h; 0 = plate control, 100 = twice control, blank-subtracted; signal enhancement, % at 5 µM; 210,000 compounds, 0.11% hits;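 active = signal enhancement of 30% or more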;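 also: luminescence tracks abundance of the self-degrading MDM2-luciferase fusion protein; higher signal means inhibition of MDM2 E3 ligase activity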
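Test system: mammalian cells stably expressing self-ubiquitinating, self-degrading MDM2 E3–luciferase fusion; Amount: 2000 cells in each well; Medium: DMEM; Schedule: 4 h settle plus 2 h compound, 37 °C; Technique: SteadyLite luciferase luminescence after 15 min room-temperature reagent incubation; Benchmarks: plate control and blank wells.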
NPY1 pot ag: potentiators or agonists of human neuropeptide Y receptor Y1; NPY-Y1 expressing cells, potentiator/agonist activation; activation, % at 3.6 µM; 220,000 compounds, 0.37% hits; AID 1304; in the data active = activation above about 33%, passing the limit was not always enough;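 also: cells stimulated with NPY at EC10 then isoproterenol at EC100; 0% = low agonist plus stimulus and 100% = saturating agonist plus stimulus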
Hck-Nef inh: human Hck-Nef kinase inhibition | 220,000 compounds, 0.68% hits | AID 463187 | Recombinant Hck-YEEI plus Nef, Z-Lyte FRET kinase assay | inhibition, % at 20 µM | P08631;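 active = Hck-Nef kinase inhibition above about 50%, limit read from the data; inactive = inhibition below that limit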;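 also: 0% = DMSO with Hck plus Nef and 100% = Hck alone without Nef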
* hit, by the source's call; x = no result given.

NPY-Y2 PAM-ag	NPY-Y1 antag	Runt-CBFb FRET	Runt-SMMHC FRET	p97 inhibitor	RBBP9 inh	Mdm2 ligase inh	NPY1 pot ag	Hck-Nef inh	structure
0	-2	-2	-7	4	-3	-9	-8	1	NC(=O)c1cc2cc(Cl)ccc2oc1=O
7	3	0	23	4	9	-20	13	19	Cc1ccc(-n2c(CNc3ccc(C)c(Cl)c3)n[nH]c2=S)cc1
-8	3	16	42	-9	-8	-5	-7	-1	COc1ccc(OC)c(C2CC(=O)N3CN(c4ccccc4F)CSC3=C2C#N)c1 (centres undefined)
0	-2	3	0	-4	-5	-18	-18	22	Nc1nonc1C(=O)N1CCCC1
17	-4	-8	-16	4	-6	-33	14	0	Cc1ccc(/C=C2\Sc3ccccc3C2=O)s1
6	-4	4	-3	-2	0	3	9	0	CC1(c2ccc3noc(-c4ccc(F)cc4)c3c2)OCCO1
-3	6	-1	-3	-5	-10	1	2	-5	CCC(Sc1nc(-c2ccccc2)c(C#N)c(=O)[nH]1)C(=O)Nc1cc(C)on1 (centres undefined)
4	2	2	-1	3	-2	-18	9	0	Cc1cc(C)cc(N(CC(=O)NCC2CCCO2)S(=O)(=O)c2c(C)noc2C)c1 (centres undefined)
0	-2	-2	-3	5	-3	-4	9	0	Cc1ccc(-n2c3c(cc(C(=O)NC4CCSC4=O)c2=O)C(=O)CCC3)cc1 (centres undefined)
-1	-4	-1	-3	-7	6	-23	-25	19	CCSC1=NCCN1C(=O)C(C)(C)Oc1ccc(Cl)cc1
9	-1	3	1	0	-2	2	17	20	O=C(CNc1ccc(Cl)cc1)NNC(=S)NCc1ccccc1
-12	11	-8	8	4	-155	-47	-23	2	COC(=O)c1ccc2c(c1)C(C)(C)C(/C=C/c1ccccc1O)=[N+]2C
-7	3	2	-1	3	3	9	12	7	O=C(NC12CC3CC(CC(C3)C1)C2)N1CCCC(CO)C1 (centres undefined)
0	10	4	-7	5	-9	4	-2	15	CCOc1ccc(N/C(C)=C\C(=O)c2ccc3c(c2)OCCO3)cc1
-3	-3	1	-2	0	-11	-12	10	0	CC(=O)NC(C)C(=O)OCC(=O)Nc1ccc(Br)cc1 (centres undefined)
-13	-1	-3	1	-3	-5	-3	-20	6	Cc1ccc(Nc2n[nH]c(C)c2[N+](=O)[O-])c(C)c1
-1	6	1	-2	-4	4	-2	15	1	C=CCN(CC=C)Cc1c(C)[nH]c2ccc(C(=O)OCC)cc2c1=O
8	2	-5	-4	4	-6	-10	-2	2	CCC(CC)c1nnc(NC(=O)c2cc([N+](=O)[O-])ccc2N2CCCCC2)s1
4	3	-2	0	-1	-11	-11	9	-14	CCOC(=O)N1CCN(CC(=O)Nc2ccc(Oc3ccccc3)cc2)CC1
-1	-5	-1	-4	2	2	-6	-12	71*	Clc1cccc(Cl)c1CNc1ccc(N2CCCC2)cc1

Three compounds drawn at random from those above, as already listed:
NPY-Y2 PAM-ag	NPY-Y1 antag	Runt-CBFb FRET	Runt-SMMHC FRET	p97 inhibitor	RBBP9 inh	Mdm2 ligase inh	NPY1 pot ag	Hck-Nef inh	structure
0	-2	3	0	-4	-5	-18	-18	22	Nc1nonc1C(=O)N1CCCC1
0	10	4	-7	5	-9	4	-2	15	CCOc1ccc(N/C(C)=C\C(=O)c2ccc3c(c2)OCCO3)cc1
-3	6	-1	-3	-5	-10	1	2	-5	CCC(Sc1nc(-c2ccccc2)c(C#N)c(=O)[nH]1)C(=O)Nc1cc(C)on1 (centres undefined)

Other structures follow:
NPY-Y2 PAM-ag	NPY-Y1 antag	Runt-CBFb FRET	Runt-SMMHC FRET	p97 inhibitor	RBBP9 inh	Mdm2 ligase inh	NPY1 pot ag	Hck-Nef inh	structure
2	-1	x	x	5	0	x	11	-1	Fc1cccc(-c2cc3nc4c(c(N5CCN(c6cnccn6)CC5)n3n2)CCCC4)c1
-5	6	0	-4	1	-6	-18	5	-1	CCCn1nc(Oc2nc(SC)nc(N(C)C)n2)ccc1=O
-4	10	2	-2	2	-5	-1	27	3	CC(C)(C)SCCNS(=O)(=O)c1ccc2ccccc2c1
16	1	-2	3	8	-4	1	16	2	Cn1c(=O)[nH]c(=O)c2c1nc(Br)n2CC(O)COCc1ccccc1 (centres undefined)
19	6	0	4	7	-6	-25	21	3	O=C(O)CNCC1COc2ccccc2O1 (centres undefined)
-26	x	-35	-6	8	-3	-1	7	12	COc1ccc2[nH]c(=O)c(CNc3cc(C)ccc3C)cc2c1
6	0	-1	-3	4	4	-10	13	-1	O=P1(O)C=C(c2ccccc2)NC(c2ccccc2)=C1
8	-3	0	2	5	-8	-12	14	2	C/C(=N\NC(=O)CN1CCN(Cc2ccc(C)cc2)CC1)c1ccncc1
-13	-5	0	2	3	8	-26	4	10	COc1ccc(S(=O)(=O)n2[nH]c(=O)c(CCO)c2C)c([N+](=O)[O-])c1
-5	-1	-1	0	-6	-8	-43	-7	-21	CC(C)(C)c1ccc(/C=N/n2cnnc2)cc1
10	-3	0	0	3	-8	-11	14	-1	O=C(Nc1ccccc1)c1cc2c(=O)c3ccccc3oc2nc1C(F)(F)F
-12	-3	0	-3	0	6	-23	-38	4	CSc1ccccc1NC(=O)C1CC(c2ccccc2O)=NO1 (centres undefined)
-22	-3	0	2	0	0	-25	20	1	Cc1cc(C(=O)N2CCN(c3ccccc3)CC2)c(C)o1
3	-1	0	-3	2	0	-10	2	-11	O=C(CSc1nnc2ccc(-c3ccccn3)nn12)NCC1CCCO1 (centres undefined)
-9	5	3	2	6	-1	-23	-5	23	CCOC(=O)CCCNC(=O)COC(=O)c1cccc(F)c1
26	-4	1	-5	1	-7	7	11	4	CN(C)S(=O)(=O)c1ccc(C(=O)NNc2nc(-c3ccccc3)c3cc(Br)ccc3n2)cc1
16	-2	-1	-2	-4	-11	x	15	x	COC(=O)C1=C(C)NC(C)=C(C(=O)OC(C)C)C1c1cccc2nonc12 (centres undefined)
2	-9	-5	0	0	-45	-17	-7	2	Cc1ccccc1C(=O)Nc1ccc(-c2nc3ccc(C(=O)c4ccccc4)cc3[nH]2)cc1
-10	12	0	1	1	2	-12	-7	3	COc1ccc(Br)cc1CN1CCCC(C(=O)N2CCCCC2)C1 (centres undefined)
2	3	1	1	4	-13	0	6	15	Cc1c(CCOC(=O)c2cccc([N+](=O)[O-])c2)sc[n+]1CC(=O)c1ccccc1
0	5	-2	-1	2	0	-14	-13	19	CCN(C(=O)COC(=O)c1c(C)noc1C)C1CCS(=O)(=O)C1 (centres undefined)
-8	2	-1	-5	-6	-6	-9	-10	19	O=C(CCc1ccccc1)NNC(=O)c1cccc(F)c1
7	1	-2	6	3	-7	-14	-2	0	Cc1cccc(N(C)S(=O)(=O)c2ccc3[nH]cc(C(=O)N4CCOCC4)c(=O)c3c2)c1
3	5	-5	20	6	-3	-14	3	-1	O=C(Cn1nc([N+](=O)[O-])nc1Br)NC(c1ccccc1)c1ccccc1
20	-2	1	-1	1	-7	-6	0	0	CC1CCCC(C)N1c1nnc(NC(=O)Cn2c(=O)oc3ccccc32)s1 (centres undefined)
-4	1	2	-11	-1	1	-1	4	12	O=C(Nc1ccccc1Cl)c1ccc(-n2cccn2)c([N+](=O)[O-])c1
-10	6	0	-1	-6	0	-13	-10	0	COc1ccc(N(CC(=O)Nc2cc(C)ccc2OC)S(=O)(=O)c2c(C)noc2C)cc1
31	1	-1	0	-2	-10	-13	29	1	Cc1cccc(Cn2cnc3c(NS(C)(=O)=O)c(C)c(C)cc32)c1
8	8	3	3	1	-7	-13	27	3	CS(=O)(=O)NCC(c1ccco1)N1CCN(c2ccc(F)cc2)CC1 (centres undefined)
2	3	0	-3	2	-1	-15	-3	2	CCCN(CCC)C(=O)NC1CC(=O)N(c2ccc(OC)cc2)C1 (centres undefined)
-2	-3	-2	-158	3	4	-16	21	2	CC1(C)Cc2nc3sc4c(=O)n(CC(=O)NCc5ccccc5)cnc4c3cc2CO1
0	0	0	-1	-2	-9	-4	-8	1	O=C1CSC(c2cccc([N+](=O)[O-])c2)N1c1ccccc1 (centres undefined)
-10	10	1	1	5	-8	-16	3	-2	CCC(C)n1c(SCC(=O)Nc2ccccc2C(F)(F)F)nc2ccsc2c1=O (centres undefined)
-17	7	0	-3	4	4	-11	-2	1	N/C(=N\OC(=O)CCc1ccccc1)c1ccccc1Cl
-7	-1	1	0	2	2	-5	-8	12	O=C(NCc1cccs1)c1ccccc1C(=O)NCc1cccs1
6	7	-1	-1	-1	-8	-6	-23	-3	Cc1ccc(OCc2nnc(SCC(=O)Nc3sc(C)c(C)c3C#N)n2C)cc1
0	2	-1	4	-1	-2	-12	23	5	COc1ccc(S(=O)(=O)N(C)c2ccc(C(N)=O)cc2)cc1
-3	-2	-6	1	0	-8	-8	1	2	CCOC(=O)c1ccc2nc(C)c3c(c2c1)OC(C)C3 (centres undefined)
-12	4	0	3	2	-15	x	-18	-7	C[C@@H](C(=O)Nc1ccc2ccccc2c1)[C@H]1C[C@]1(C)[C@H](NC(=O)OCc1ccccc1)c1ccccc1
0	5	-3	0	5	-5	3	10	1	O=C(c1ccc(F)cc1)N1CCN(c2ccc([N+](=O)[O-])c(N3CCCCC3)c2)CC1
-4	4	1	-3	2	-8	-13	10	3	COc1ccc(/C=N/N=C2/NC(=O)C(CC(=O)O)S2)cc1OCc1ccc(Cl)cc1Cl (centres undefined)
-25	-2	-1	8	1	-2	x	-7	10	CC(=O)CSc1nc2ccccc2o1
-1	5	-1	-4	2	-3	4	7	-1	COc1cc(/C=N/NC(N)=S)cc(Br)c1OCc1ccccc1F
-9	-1	2	4	0	-8	-14	4	1	CCC(C)NC(=O)CS(=O)Cc1nc(-c2ccccc2C)oc1C (centres undefined)
-16	9	-4	-16	2	2	13	3	2	O=C(Cc1ccc(-n2cccc2)cc1)N1CCN(c2ccccc2F)CC1
-5	5	-4	4	-4	-1	-3	10	-8	CN(C)CC(C)(C)CNS(=O)(=O)c1cccc2nsnc12
3	0	1	-6	3	2	1	-18	2	O=C(COC(=O)c1cc(Cl)ccc1[N+](=O)[O-])Nc1cccc2ccccc12
-9	3	-3	-1	2	6	-19	3	1	COc1cccc(CN(C(=O)c2cc3ccccc3oc2=O)C2CC2)c1
